Compound activity deposited in PubChem BioAssay by several laboratories.
TWEAK Fn14 block: inhibitors of TWEAK-Fn14 signaling, primary screen, luciferase reporter cells, uHTS. AID 1159606, 2016. inhibition, % at 10 µM. 2% of 360,000 active. TWEAK-stimulated Fn14 reporter cells, luciferase luminescence, 8 h; in the data active means inhibition above about 50%
NR2E3 ag-1: inhibitors of NR2E3-RetCOR corepressor binding, primary screen, NR2E3 agonist project, biochemical, TR-FRET, GST-NR2E3, biotin-RetCOR; inhibition of corepressor binding, % at 4.78 µM; 0.12% of 320,000 active; 1536-well; AID 2300, 2010; Photoreceptor-specific nuclear receptor (Homo sapiens), Q9Y5X4;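 active means percent inhibition above the cutoff of mean plus 3 SD of all tested compounds, set per screening campaign, cut at about 20% in these data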;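 further: 0% = DMSO wells and 100% = biotin wells as full block of FRET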
Target sequence (Q9Y5X4 whole entry, looked up): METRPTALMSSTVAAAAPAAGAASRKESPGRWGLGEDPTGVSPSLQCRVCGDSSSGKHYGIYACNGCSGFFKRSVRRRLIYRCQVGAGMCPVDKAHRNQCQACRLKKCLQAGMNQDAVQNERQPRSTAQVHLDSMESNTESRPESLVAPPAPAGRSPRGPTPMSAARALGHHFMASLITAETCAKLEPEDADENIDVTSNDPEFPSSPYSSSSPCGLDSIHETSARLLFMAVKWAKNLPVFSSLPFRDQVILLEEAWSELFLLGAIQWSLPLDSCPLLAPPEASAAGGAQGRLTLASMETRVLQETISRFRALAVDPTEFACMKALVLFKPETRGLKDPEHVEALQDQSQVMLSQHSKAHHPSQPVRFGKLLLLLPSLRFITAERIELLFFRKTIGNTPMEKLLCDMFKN
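Material: NR2E3–RetCOR corepressor complex / Amount: 1.35 nM GST-NR2E3 / Medium: Tris pH 7.5 / Compound: single nominal compound dose of 4.8 µM / Incubation: 5 h at 4 °C / Technique: TR-FRET, Eu(K)-anti-GST donor, streptavidin-D2 acceptor, ex 340, em 617/671 nm / Read-out basis: percent loss of FRET ratio relative to control wells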
TRAIL sens C8: viability loss with TRAIL in NB7+C8 cells, primary screen, TRAIL sensitizer project, cell-based, ATPlite luminescence. 1% of 360,000 active. inhibition (viability loss, TRAIL sensitization), % at 10 µM;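 active means compounds causing at least 50% loss of cell viability in the single-dose screen, relative to plate controls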
HIF-2a block: HIF-2a reporter inhibitors, primary screen, luminescence, 786-0 RCC cells. AID 624352, 2012. 786-0 RCC cells HIF-2a reporter, luciferase luminescence, overnight. inhibition, % at 18.8 µM. 0.72% of 360,000 active;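 active means inhibition of the luminescence signal of 40% or more relative to plate controls, in a single-dose primary screen at 18.75 µM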
Shn3 3UTR inh: reduction of Shn3 3'UTR firefly luciferase signal, primary screen, Schnurri-3 inhibitor project, cell-based, Clone20 osteoblasts, set 2; Clone20 osteoblast Shn3 3'UTR firefly luciferase, 24 h; inhibition, % at 12.5 µM; 0.52% of 360,000 active;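 active means mean inhibition of at least 75% with every replicate also reaching 75%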;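 further: 0% = median of neutral control wells and 100% = pilot-screen positive control compound; some compounds past the cut are filed as inactive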
KKLEB cytotox: cytotoxicity in KKLEB CF airway cells, primary screen, cytotoxicity control for CF NF-kB inhibitor project, cell-based, uHTS, fluorescence assay plates; activity change (cytotoxicity), % at 5 µM; 0.36% of 360,000 active; AID 602141, 2011; KKLEB CF airway cells viability, ATPlite luminescence, overnight; hits give low values; cells stimulated with P. aeruginosa culture filtrate;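 active means corrected activity change at or below -50% at 5 µM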
TROY NFkB inh: inhibitors of TROY-driven NF-kB signaling, primary screen, Q293 LMP1-TROYcd cells, NF-kB luciferase, uHTS; Q293 LMP1-TROYcd NF-kB luciferase reporter, 4 h; inhibition, % at 10 µM; 0.98% of 360,000 active; AID 1347056, 2019;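 active means compounds whose plate-normalised and pattern-corrected inhibition of the luciferase reporter signal at the single screening dose is 50% or more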
Peg3 promoter: Peg3 promoter-driven luciferase inhibitors, primary screen, cell-based, HeLa, luciferase luminescence. HeLa PEG-Prom luciferase reporter, overnight. 1.7% of 360,000 active. inhibition, % at 20 µM;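 active means inhibition of at least 50% at 20 µM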
CF NFkB block: inhibitors of PAF-induced NF-kB signaling, primary screen, cell-based, GFP fluorescence, uHTS. KKLEB NF-kB-GFP reporter, GFP fluorescence overnight. AID 588850, 2011. inhibition, % at 5 µM. 0.86% of 360,000 active;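 active means at least 50% inhibition at 5 µM, scaled per plate between neutral and stimulator controls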;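 further: PAF is a Pseudomonas aeruginosa culture filtrate used as stimulus; plate controls were PAF-stimulated DMSO wells for no effect and unstimulated DMSO wells for full effect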
NR2E3 ag-2: NR2E3 agonists in two-hybrid cells, primary screen, cell-based, luminescence, CHO-S, Gal4-NCOR/VP16-NR2E3; Photoreceptor-specific nuclear receptor (Homo sapiens), Q9Y5X4; luciferase; inhibition of corepressor binding, % at 3.98 µM; 0.35% of 360,000 active; AID 602229, 2012;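 active means inhibition above the mean of all tested compounds plus 3 SD, cut at about 70% in these data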;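 further: 0% = DMSO with NR2E3 transfected cells and 100% = cells lacking NR2E3 construct; higher means lower luciferase signal from less NR2E3 corepressor binding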
TRPM1 prom inh: inhibitors of MITF-dependent TRPM1 promoter reporter, primary screen, cell-based, SK-MEL-5, single point, luciferase | 0.83% of 330,000 active | SK-MEL-5 TRPM1 promoter luciferase, 24 h | inhibition, % at 12.5 µM | AID 488899, 2010;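 active means mean inhibition across replicates of 60% or more, whatever share of single replicates reaches that level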; further: values of inactives mirror those of a sister screen read the other way
An asterisk follows results filed as active; . = no result given. Only part of the results is shown (hit frequency here may not be typical).

SMILES	TWEAK Fn14 block	NR2E3 ag-1	TRAIL sens C8	HIF-2a block	Shn3 3UTR inh	KKLEB cytotox	TROY NFkB inh	Peg3 promoter	CF NFkB block	NR2E3 ag-2	TRPM1 prom inh
NC(CS(=O)O)C(=O)O (configuration not stated)	2	2	-4	0	0	-5	12	6	10	-19	-5
CSc1nc(Cl)c(Br)c(Nc2c[nH]c(=O)[nH]c2=O)n1	1	.	3	14	78	12	9	7	-9	15	9
Cc1nnc(-c2cccc(Br)c2)c2cn(-c3cccc(Br)c3)nc12	-6	-1	-7	10	7	-3	-6	2	-82	2	3
O=C(c1ccc(N2CCCC2=O)cc1)N1CCCCCC1	-7	1	-2	0	14	-3	5	13	-2	-18	-20
CCOc1ccc(S(=O)(=O)NNC(=S)Nc2ccc(Br)cc2)cc1	-6	0	14	9	11	6	12	-1	-8	-19	0
COc1ccc(NC(=O)C2Cc3ccccc3CN2C(=O)c2ccccc2)cn1 (configuration not stated)	-5	1	-3	-56	-7	-3	-59	-55	6	-24	-15
COC(=O)c1cc(Br)c(=O)n(CCc2ccc(F)cc2)c1	-23	4	10	7	-2	7	10	5	-13	-1	-6
COc1ccc2c(=O)cc(C(=O)O)oc2c1	-4	2	-1	14	-3	6	5	13	-18	13	2
COc1ccc(OCCSc2nc(N)cc(=O)[nH]2)cc1	-19	-3	-6	0	-15	3	-13	-30	18	21	-9
Cc1cc(NC(=O)[C@H](C)NC(=O)c2ccco2)ccc1Br	-24	0	-15	-3	-5	-3	3	4	-2	7	0
COc1ccc(/C=N/Nc2cc(C)nc3ccc(Br)cc23)cc1	-51	-2	49*	46*	93*	-23	-6	101*	-127	-18	99*
CCN(C(=O)COC(=O)c1ccc(F)c(S(=O)(=O)N2CCOCC2)c1)C1CCS(=O)(=O)C1 (configuration not stated)	-1	2	7	-7	5	-1	-5	11	9	-14	-6
Cc1ccc(S(=O)(=O)/N=C(/c2ccc(F)cc2)N2CCCCC2)cc1	-5	-1	4	16	-5	3	-20	-5	0	-4	1
COc1ccc(CCNc2nc(-c3ccco3)cc(C(F)(F)F)n2)cc1OC	37	0	-5	13	22	-11	5	22	15	-8	-4
O=C(O)CCC(=O)NCc1ccc(C(=O)O)cc1	11	2	-24	-2	11	-1	6	7	-6	-2	7
CC(C)OCCCNc1nc(-c2ccccc2)nc2ccccc12	16	-2	6	14	8	4	12	31	-2	5	2
OCC(CO)(CO)N=Cc1c(O)ccc2ccccc12	0	5	-12	14	-1	-5	15	7	21	10	20
O=S(=O)(/N=C(/c1ccccc1)N1CCOCC1)c1ccc(Br)cc1	1	4	-14	15	-13	2	-22	17	10	24	5
CCNc1nc(NCC)nc(N(CC)C(N)=S)n1	13	-1	-5	14	-26	-5	4	14	4	-13	-1
C=CCN1CN(S(=O)(=O)c2ccc(OC)cc2)c2nc3ccccc3nc21	11	0	-4	-8	6	-6	-8	4	10	-7	2
Cc1ccc(NNC(=S)Nc2ccc(C(C)C)cc2)c(C)c1	-29	-1	2	-41	18	2	-14	-21	6	-17	6
Cn1c(-c2ccccc2)cc(=NNS(C)(=O)=O)c2cc(S(=O)(=O)O)ccc21	18	.	-3	11	5	0	2	-7	6	-6	.
O=C1CC(c2ccccc2)=NN1c1ccc([N+](=O)[O-])cc1	-29	4	-2	-157	11	-47	-4	-51	49	-29	-28
O=C(CSc1nnc(CNC(=O)c2ccc(F)cc2)o1)NCc1ccccc1	-8	0	-4	14	2	8	4	7	-22	-2	-5
COc1ccccc1NC(=O)C1CCCN1C(=O)Nc1ccc(F)cc1 (configuration not stated)	6	-4	9	11	-7	1	3	-2	-4	12	-11
COc1ccc(OC)c(C(O)CNC(=O)CN)c1 (configuration not stated)	-10	5	-15	13	9	-9	17	-4	7	0	-6
Cc1cc(C)cc(NC(=S)NCc2ccc3[nH]c4c(c3c2)CCCC4)c1	-17	2	-11	0	8	-1	-16	67*	-1	-5	9
CC(C)(C)NC(=O)NC(=O)Cn1ccsc1=N	4	2	-4	13	-18	3	-1	-1	-2	-13	5
CCCc1cc(-c2nc(-c3ccc(Br)cc3)cs2)ccn1	-25	2	-6	-72	-21	0	-26	-23	4	-14	-5
Cn1cc(/C=C2/SC(=O)N(CC(=O)Nc3ccc4c(c3)OCO4)C2=O)c2ccccc21	-47	2	0	-9	32	-66*	-10	17	58*	2	7
Cc1ccc(N(CC(=O)NC2CC2)S(=O)(=O)c2ccccc2)c(C)c1	-2	0	-9	14	11	-19	20	-3	17	-3	3
Cc1ccc(S(=O)(=O)NCCN=Cc2ccc(N(C)C)cc2)cc1	4	5	-5	1	3	2	17	8	9	-14	7
COc1ccc(S(=O)(=O)Nc2cc3c4c(c2)CC(=O)N4CCC3)cc1C	8	-1	11	13	20	2	18	2	18	8	7
CN(C)CCNC(=O)c1ccc(Cl)c2cc3ccccc3nc12	4	.	56*	44*	94*	-28	52*	102*	-62	11	75*
COc1ccccc1OCC(=O)Sc1ccc(C)cc1	-55	-1	-23	-16	-2	6	-18	-3	0	7	6
Cc1ccc(S(=O)(=O)NCC(=O)OCC(=O)c2ccc(Cl)s2)cc1	15	-1	-10	10	-14	1	3	15	-6	-17	-6
CCCCOc1ccc(N(CC(=O)NC(C)(C)C)C(=O)CCC(=O)Nc2nccs2)cc1	10	0	-12	4	-4	-8	3	13	-3	-20	1
O=C(c1cccc(S(=O)(=O)N2CCN(c3ccccc3)CC2)c1)N1CCCCCCC1	11	-4	-9	5	38	-15	6	4	25	43	14
Cc1cc(OCC(=O)NCCN2CCOCC2)c2c(C)c(C)c(=O)oc2c1	-13	2	13	5	-16	-4	-6	14	-19	0	-7
CCOc1ccccc1OCC(=O)Nc1nnc(C)s1	-21	5	-9	4	-2	-9	8	2	7	0	-10
CCN1CCN(S(=O)(=O)c2cccs2)CC1	7	6	3	14	0	6	-16	-11	-17	-2	2
COc1ccc(C(C)=O)cc1Cn1cnc2c(cnn2C)c1=O	-13	0	-11	20	2	-2	1	9	-22	-11	-12
O=C(Cn1c(=O)sc2ccccc21)Nc1ccc(O)cc1	6	-6	-7	8	-3	-6	2	10	-20	12	12
Cn1c(=O)c2cc(S(=O)(=O)NC(C(=O)Nc3cccnc3)c3ccccc3)ccc2n(C)c1=O (configuration not stated)	11	-4	-10	4	2	10	-13	11	-3	-22	.
CC(C)CSc1oc(-c2ccco2)nc1S(=O)(=O)c1ccccc1	-11	1	-26	-6	10	-12	-2	15	22	-18	16
CC(=O)N(C)c1ccc(OCC(O)COc2ccc(N(C)C(C)=O)cc2)cc1	1	0	-11	-6	-11	-2	3	-12	0	-6	-4
CC(=O)COc1ccc(-c2csnn2)cc1	-13	-2	-18	-106	-11	-9	-9	-99	-9	-51	-36
CC(C)n1c(CN2CCN(Cc3ccccc3)CC2)nc2ccccc21	1	1	-1	0	-13	4	-5	8	2	-5	9
Cc1cccc(NC(=O)C2CCCN(S(=O)(=O)c3cccc4nsnc34)C2)n1 (configuration not stated)	1	7	-7	18	10	1	-6	-18	-8	-12	1
N/C(=N\OC(=O)c1ccccc1F)c1cccc([N+](=O)[O-])c1	-2	1	9	-294	-108	-1	-43	-328	-5	-34	.
CCN(CC)S(=O)(=O)c1ccc(/C=C/C(=O)Nc2ccc(F)c(F)c2F)cc1	39	0	31	-57	30	2	7	-41	9	1	19
CN1C(=O)c2oc3ccccc3c(=O)c2C1c1cccnc1 (configuration not stated)	-6	3	-17	8	-4	2	-3	-1	4	6	4
Cn1c(CCC(=O)O)nc2cc(S(=O)(=O)N3CCCCC3)ccc21	7	3	-1	7	-83	-6	-5	7	6	-13	1
COc1ccc(-c2cc3ccc(OCc4nn[nH]n4)cc3oc2=O)cc1OC	0	1	3	-6	5	0	-4	-10	-1	3	5
COc1ccc(C(C(=O)NCc2ccccc2)N(Cc2ccco2)C(=O)c2snc(C(N)=O)c2N)cc1OC (configuration not stated)	20	1	1	17	33	-3	16	28	0	-18	-2
O=C(CCNS(=O)(=O)c1ccc(Br)cc1)NCc1ccco1	8	2	0	12	-12	9	8	1	-1	15	3
O=C(CCN1C(=O)c2ccccc2S1(=O)=O)Nc1ccccc1F	-10	.	3	-7	-23	-5	-26	6	-5	15	5
O=C1c2ccccc2C(=O)N1CC1=NCCc2ccccc21	18	0	-3	11	-27	8	24	10	-12	-72	2
CCCCN(CC(=O)Nc1cccc(S(=O)(=O)N2CCCC2)c1)Cc1nc2ccccc2c(=O)[nH]1	5	.	11	20	3	-14	5	49	20	-16	16
Cc1occc1C(=O)N1CCCC(CCC(=O)NCc2ccc(F)c(F)c2)C1 (configuration not stated)	2	-1	3	-4	-9	-5	-4	-13	4	16	13

Reformatted with two lines to a compound: 4 of the compounds above.
Order of results – TWEAK Fn14 block, NR2E3 ag-1, TRAIL sens C8, HIF-2a block, Shn3 3UTR inh, KKLEB cytotox, TROY NFkB inh, Peg3 promoter, CF NFkB block, NR2E3 ag-2, TRPM1 prom inh
- N/C(=N\OC(=O)c1ccccc1F)c1cccc([N+](=O)[O-])c1
→ -2, 1, 9, -294, -108, -1, -43, -328, -5, -34, .
- COc1ccc(C(C)=O)cc1Cn1cnc2c(cnn2C)c1=O
→ -13, 0, -11, 20, 2, -2, 1, 9, -22, -11, -12
- O=C1c2ccccc2C(=O)N1CC1=NCCc2ccccc21
→ 18, 0, -3, 11, -27, 8, 24, 10, -12, -72, 2
- COc1ccc(-c2cc3ccc(OCc4nn[nH]n4)cc3oc2=O)cc1OC
→ 0, 1, 3, -6, 5, 0, -4, -10, -1, 3, 5

Going on with the list.
SMILES	TWEAK Fn14 block	NR2E3 ag-1	TRAIL sens C8	HIF-2a block	Shn3 3UTR inh	KKLEB cytotox	TROY NFkB inh	Peg3 promoter	CF NFkB block	NR2E3 ag-2	TRPM1 prom inh
Cc1ccccc1C(=O)Nn1cnc2ccccc2c1=O	-6	0	9	-119	-27	4	-56	-65	3	-58	-25
CCN(CC)CCCN(C(=O)c1ccco1)c1nc(-c2ccc(C)cc2)cs1	2	1	35	10	-49	-15	-22	57*	21	-1	0
Cc1ccc(N(CC(=O)NCc2ccco2)C(=O)CCC(=O)Nc2ccccn2)cc1C	1	2	0	15	3	-20	-6	28	7	-29	-5
CN(CCc1ccccn1)C(=O)Nc1cc(Cl)cc(Cl)c1	-6	6	-12	14	-9	1	-7	1	13	3	4
